# Compound activity as filed in PubChem.
# PGE2 EP2 inh – EP2 receptor (human) inhibition; AID 1422; P43116; 0.52% of 260,000 active; inhibition, % at 25 µM; C6 glioma cells expressing human EP2, cAMP TR-FRET; cells stimulated with saturating PGE2;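 active means percent inhibition above 40 after rounding to a whole number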;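 further: rat C6 glioma host cells with rolipram phosphodiesterase inhibitor present; the protocol text gives 20 µM as final concentration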
# Target sequence (P43116 whole entry, looked up): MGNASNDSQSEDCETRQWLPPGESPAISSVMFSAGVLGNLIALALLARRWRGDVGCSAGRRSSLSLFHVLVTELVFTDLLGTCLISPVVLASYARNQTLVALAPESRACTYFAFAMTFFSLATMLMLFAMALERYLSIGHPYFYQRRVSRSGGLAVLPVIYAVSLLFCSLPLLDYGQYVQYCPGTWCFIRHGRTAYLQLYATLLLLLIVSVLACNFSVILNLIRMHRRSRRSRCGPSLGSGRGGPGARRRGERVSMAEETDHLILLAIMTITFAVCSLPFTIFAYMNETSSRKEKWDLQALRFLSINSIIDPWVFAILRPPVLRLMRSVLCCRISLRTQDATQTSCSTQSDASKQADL
# EP2 mod – modulators of human EP2 prostaglandin E2 receptor. EP2-expressing cells, cAMP HTRF FRET, PGE2 co-stimulation. induction, % at 25 µM. 0.83% of 260,000 active. AID 940;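 active means compounds whose cAMP rise, as percent of the full-agonist control response, exceeds 60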;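 further: rat C6 glioma line stably carrying human EP2 under a CMV promoter; the protocol text gives 20 µM as final concentration; 100% = response of wells given 1 µM PGE2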
# * hit, by the source's call; & = joins results of further samples. Only part of the results is shown. The share of hits here may be higher or lower than overall.
SMILES,PGE2 EP2 inh,EP2 mod
COc1ccc(S(=O)(=O)N2CCCC(C(=O)NCc3cccs3)C2)cc1 (configuration not stated),7.4,-12.7
COC(=O)CSc1nnc(CNc2ccc(Cl)cc2)n1C,7.5,-42.3
CCc1ccc(-n2c(SCC(=O)N3CCCC3)nnc2-c2ccccn2)cc1,5.2,-30.2
CCC(CCC(C)C1CCC2C3CC=C4C[C@@H](OC(C)=O)CC[C@]4(C)C3CC[C@]12C)C(C)C (some centres not stated),12.5,8.2
Cc1cc(NS(=O)(=O)c2ccc(NC(=O)c3cccnc3)cc2)nc(C)n1,5.8,-5.8
CC(=O)c1ccc(-n2cccc2CN(Cc2ccc3c(c2)OCO3)CC(C)O)cc1 (configuration not stated),7.3,-17.4
CCOc1cccc(/C(O)=C2/C(=O)C(=O)N(Cc3ccco3)C2c2cccnc2)c1 (configuration not stated),9.8,11.1
C=Cn1cc(CN2CCC(O)(c3ccccc3C)CC2)c(C)n1,9.1,-9.7
O=C(CSc1nnnn1-c1ccc2c(c1)OCCO2)N1CCCC1,10.2,-10.4
CCn1c(COc2ccc(OC)cc2)nnc1SCC(=O)Nc1ccc(F)cc1,4.9,-18.9
COc1ccc(OC)c(C2NC(=O)C(C#N)=C(S)N2c2cccc(C)c2)c1 (configuration not stated),10.3,-27.0
O=C(Nc1cccc(-c2nc3ccccc3[nH]2)c1)c1ccc2c(c1)OCO2,20.9,-90.9
CCc1nc2sc3c(c2c2nnc(SCC(=O)Nc4nnc(C)s4)n12)CCC(C)C3 (configuration not stated),6.5,-6.0
COc1ccc(OC)c(C2NC(=O)C(=O)/C2=C(\O)c2ccc(OC)c(OC)c2)c1 (configuration not stated),9.1,-14.2
Cc1c(CN(C)CCN2CCCCC2)cnn1Cc1ccccc1,6.9,7.7
CCOc1ccc(CC(=O)NC(C)c2nc(-c3cccnc3)n[nH]2)cc1 (configuration not stated),7.2,-45.4
CC(=O)NC1(c2ccccc2F)CCN(Cc2cnn(-c3ccc(F)cc3)c2)CC1,27.8,-34.8
CNC(=O)c1cc2c(=O)n3cc(C)ccc3nc2n(CCc2ccccc2)c1=N,4.1,8.3
Cc1[nH]c(=O)[nH]c(=O)c1NC(=O)CSc1nc2c(C)ccc(C)c2cc1C#N,7.8,-8.4
O=C(CC1(O)CCCCC1)OC1CCCC1,9.7,19.1
COc1ccc(CN2CCc3nc(N4CCC(C)CC4)[nH]c(=O)c3C2)c(O)c1,11.6,-12.0
CCCn1c(SCC(=O)Nc2cccc(NC(C)=O)c2)nc2c1c(=O)n(C)c(=O)n2C,14.5,-20.6
COCC(C)NC(=O)C1CC(c2ccccc2O)=NO1 (configuration not stated),11.6,-33.0
COCCn1nnnc1C(c1cc2cc(C)c(C)cc2[nH]c1=O)N1CCCCC1 (configuration not stated),10.1,-7.6
Cn1c(=O)c(C(=O)NCCN2CCNCC2)c(O)c2ccccc21,5.9,-12.4
CCNC(=S)N(Cc1ccccc1)Cc1cc2ccc(OC)cc2[nH]c1=O,9.8,-62.2
COc1ccc(CNc2n[nH]c3nc(C)cc(C(F)(F)F)c23)cc1,7.0,-81.4
Cc1ccc2[nH]c(=O)c(-c3nc4ccccn4c3NCc3ccc4c(c3)OCO4)cc2c1,12.6,-39.1
COc1ccc2nc3sc(C#N)c(N)c3cc2c1,17.0,-87.9
Cc1ccc(C(C)C)c(OCc2n[nH]c(=S)n2C)c1,8.5,36.6
COc1ccc(C2CC(c3cccs3)=NN2C(=O)CN2CCOCC2)cc1 (configuration not stated),7.0,14.9
CC(C)NCC(O)c1ccc(O)c(O)c1 (configuration not stated),11.6&11.7,76.4*
CCOc1ccc(OCC)c(NC(=O)CSc2nnc3c4c5c(sc4nc(C)n23)CCCC5)c1,12.1,18.4
CCN1CCCC1CN(Cc1cc2cccc(C)c2[nH]c1=O)C(=O)NC1CCCCC1 (configuration not stated),7.8,-31.8
Oc1ccc(-c2nc3cnccn3c2NCc2ccccc2)cc1O,9.1,-49.2
Cc1cc2cc(CN(C(=O)Nc3ccc(F)cc3)C3CCCCC3)c(=O)[nH]c2cc1C,9.1,-3.1
COc1ccc(Cc2nnc(NC(=O)Cc3ccc(Cl)cc3)s2)cc1OC,9.5,0.4
COc1ccc(CN(Cc2cc3cc(C)ccc3n3nnnc23)C(=O)C2CC2)cc1,8.6,10.1
CN(C(=O)CSc1nnc(-c2ccc(F)cc2)o1)C1CCCCC1,7.5,59.9
COc1ccc(OC)c(S(=O)(=O)N2CCC(C(=O)Nc3ccccc3C)CC2)c1,7.3,-2.6

# 6 structures out of the list, sorted by formula weight, ascending:
SMILES,PGE2 EP2 inh,EP2 mod
CC(C)NCC(O)c1ccc(O)c(O)c1 (configuration not stated),11.6&11.7,76.4*
Oc1ccc(-c2nc3cnccn3c2NCc2ccccc2)cc1O,9.1,-49.2
CCNC(=S)N(Cc1ccccc1)Cc1cc2ccc(OC)cc2[nH]c1=O,9.8,-62.2
COc1ccc(CN2CCc3nc(N4CCC(C)CC4)[nH]c(=O)c3C2)c(O)c1,11.6,-12.0
Cc1cc2cc(CN(C(=O)Nc3ccc(F)cc3)C3CCCCC3)c(=O)[nH]c2cc1C,9.1,-3.1
CCCn1c(SCC(=O)Nc2cccc(NC(C)=O)c2)nc2c1c(=O)n(C)c(=O)n2C,14.5,-20.6

# Following part
SMILES,PGE2 EP2 inh,EP2 mod
COCCn1c(SCC(=O)NC2CCCCC2C)nc2sc3c(c2c1=O)CCC3 (configuration not stated),3.9,-56.7
COc1ccc2cc(CN(C)CC3CCN(C)C3)c(OC)nc2c1 (configuration not stated),12.1,16.2
CCOC(=O)c1c(-c2ccc(C)cc2)csc1NC(=O)CC,5.9,78.2*
COc1ccc(NC(=O)C2CC(c3ccc(Cl)cc3)=NO2)cc1OC (configuration not stated),9.5,-60.9
O=C(O)CCCCCNc1ncnc2sc3c(c12)CCC3,16.5,1.3
CCCn1c(SCC(=O)N(CC)CC)nc2c1c(=O)n(C)c(=O)n2C,7.5,-0.5
CCCc1n(CC(O)COc2ccc(Br)cc2)c2ccccc2[n+]1C (configuration not stated),13.5,-5.9
CCN(CC)C(=O)CSc1nnc2c3c4c(sc3ncn12)CCCC4,5.6,-14.6
Cc1ccc(C)c(N2CCN(C(c3cc4cc(C)cc(C)c4[nH]c3=O)c3nnnn3C(C)(C)C)CC2)c1 (configuration not stated),4.3,-21.3
Cc1ccc(Cl)cc1NC(=O)CC1SC(N)=NC1=O (configuration not stated),5.2,-38.0
COc1ccc(NC(=S)N(Cc2cc3c(C)ccc(C)c3[nH]c2=O)C2CCCC2)cc1,19.0,-21.6
COc1ccccc1CC(C)NC(=O)c1csc(C(C)=O)c1 (configuration not stated),5.9,-46.2
COc1ccc2oc(=N)c(C(=O)Nc3cccc(C)c3C)cc2c1,5.6,-9.4
CC(=O)N1CCN(c2c3c(nc4cc(-c5cccc(C)c5)nn24)CCC3)CC1,8.1,-17.4
COc1ccc(-c2ocnc2C(=O)NCCc2ccccc2F)cc1OC,9.4,-19.7
CCN1CCCC1CN(Cc1cccc(O)c1)Cc1ccccn1 (configuration not stated),5.8,-15.7
Cc1occc1-c1nn(C2CCN(C(=O)Cc3ccccc3F)CC2)c(=O)o1,3.8,-57.8
Nc1nc(SCc2ccc([N+](=O)[O-])cc2)c2ncn([C@@H]3O[C@H](CO)[C@H](O)C3O)c2n1 (some centres not stated),11.9,-14.3
O=C(NNc1nc(N2CCOCC2)nc(N2CCCOC2)n1)c1ccc(F)cc1,7.5,-5.8
O=C1CC(c2ccccc2)Oc2ccccc21 (configuration not stated),11.7,-7.7

# Single entries from the entries so far:
# `Cc1ccc(Cl)cc1NC(=O)CC1SC(N)=NC1=O` (configuration not stated) | EP2 mod = -38.0
# `O=C1CC(c2ccccc2)Oc2ccccc21` (configuration not stated) | EP2 mod = -7.7

# (continued)
SMILES,PGE2 EP2 inh,EP2 mod
N[C@H](C(=O)O)[C@@H]1CC(Cl)=NO1,7.3,32.6
COc1ccccc1CNC(=O)Cn1nc(-c2ccc(C)o2)cc(N)c1=O,5.1,-31.4
CCn1c(COc2ccccc2OC)nnc1SCC(=O)N(C)C,6.9,7.2
CC(C)c1ncc(CN2CCN(C3CCCCC3)C(=O)C2)cn1,9.0,-24.1
Cc1ccc(C(c2nnnn2C2CCCCC2)N2CCCCCC2)cc1 (configuration not stated),4.8,4.2
CC1(C)CCC2=C(O1)c1ccccc1C(=O)C2=O,40.6*,-31.4
Cc1nn(C)cc1S(=O)(=O)Nc1ccc(Oc2ccc(F)cc2)cc1,5.9,-35.3
CC1CCCCN1C(=O)c1ccc(N)cc1 (configuration not stated),10.5,-13.3
CCOc1ccc(NC(=O)c2cc3c(n(-c4ccc(C)cc4)c2=O)CCCC3=O)cc1,10.5,-16.0
Cc1cc(C)c2[nH]c(=O)c(CN(Cc3ccco3)S(=O)(=O)c3cc(Cl)ccc3C)cc2c1,15.3,-1.8
Cc1cccc2cc(C#N)c(N3CCCCC3)nc12,11.5,73.8*
Cc1ccc(C2CC(C(F)F)n3ncc(C(=O)NC(C)(C)C)c3N2)cc1 (configuration not stated),13.2,-25.4
O=C(NC1CCCC1)C(c1cccnc1)N(Cc1ccc(F)cc1)C(=O)c1ccco1 (configuration not stated),8.4,-6.5
CCOC(=O)CNC(=O)CSc1nc2c(C)cc(C)cc2cc1CC,9.1,47.9
CCCC(c1nnnn1C(C)(C)C)N(Cc1ccc(OC)cc1)Cc1cc2cccc(C)c2[nH]c1=O (configuration not stated),-2.8,34.5
COc1cc2c(cc1CN(CCCN1CCOCC1)Cc1ccc(C)o1)OCO2,6.2,-9.4
COCCn1nnnc1CN(Cc1ccc(F)cc1)Cc1cc2c(C)ccc(C)c2[nH]c1=O,19.2,14.2
Cc1c(/C=C/c2nc(O)c([N+](=O)[O-])c(=O)[nH]2)c2ccccc2n1C,11.1,-13.7
CCN(CC)CCCNC(=S)N(CCCO)Cc1cc2cc3c(cc2[nH]c1=O)OCO3,7.5,-0.8
CCn1c(COc2ccc(Br)cc2)nnc1SCC(=O)Nc1ccccc1C,6.8,-4.6
CCOc1ccc(N2C(=O)NC(=O)/C(=C\c3ccc(-c4ccc(S(N)(=O)=O)cc4)o3)C2=O)cc1,6.3,-84.8
C=CCNC(=O)CSc1nc2sc3c(c2c(=O)n1CCCOC)CCC3,8.6,-2.2
Cc1ccc(-c2csc(Nc3ccc(N)cc3)n2)cc1,17.5,-134.4
CC(C)(C)c1ccc(-c2nnc(SCCC(=O)O)o2)cc1,23.1,8.6
CC(C)C(=O)c1cn(CC(N)=O)c2ccccc12,10.3,-16.8
O=C(Nc1ccc(Cl)cc1C(F)(F)F)c1ccc2c(c1)OCCO2,10.9,-26.3
Nc1nc(N)nc(CC(=O)O)n1,12.2,11.0
CC1CN(C(=O)CS(=O)(=O)Cc2ccccc2)CC(C)O1 (configuration not stated),6.2,5.1
CN(C)CCN(Cc1cc(Cl)c(O)c(Cl)c1)Cc1cccs1,4.3,14.1
Cc1ccc(-c2nsc3c(SCC(=O)N4CCCCC4)ncnc23)cc1,10.8,-2.7
CC(C)n1c(=O)oc2cc(S(=O)(=O)NC3C4CCCCC43)ccc21 (configuration not stated),9.8,-84.1
CCOC(=O)C(C)Sc1nnc(CSc2nc(C)cc(C)n2)n1-c1ccc(OC)cc1 (configuration not stated),14.9,-2.9
Cc1ccc(-c2c(C(=O)Nc3ccccc3)c(C)[nH]c(=S)c2C#N)o1,12.4,57.0
Cc1cccc(CN2CCC(N3CCCCC3)CC2)c1,10.9,-40.6

# Laid out differently: results already given
Structure	PGE2 EP2 inh	EP2 mod
CC(C)(C)c1ccc(-c2nnc(SCCC(=O)O)o2)cc1	23.1	8.6
CC(C)C(=O)c1cn(CC(N)=O)c2ccccc12	10.3	-16.8
O=C(Nc1ccc(Cl)cc1C(F)(F)F)c1ccc2c(c1)OCCO2	10.9	-26.3
Nc1nc(N)nc(CC(=O)O)n1	12.2	11.0
